Measles CPE: protection of cells from measles virus; Measles virus-infected cells, CPE protection, absorbance; protection (pct of control), % at 4 µM; actives 1.5% (n = 140,000); in the data active = protection mostly above about 24%, no sharp cut-off; inactive = mostly below about 26%; also: some compounds called inactive have numbers as strong as hits
E-sel TNF inh: blocks E-selectin expression induced by TNF alpha; HUVEC TNFa-induced E-selectin immunofluorescence, high content; inhibition, % at 2 µM; actives 0.71% (n = 120,000); AID 1246;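 active = inhibition above the batch mean plus 3 SD, and confirmed as a hit on visual image review, cut at about 43% in these data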;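 also: 0% = TNF-stimulated DMSO wells and 100% = unstimulated control wells; not every result past the cut was called active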
Yeast lifespan up: extends the lifespan of yeast; S. cerevisiae growth with nicotinamide, OD615; deaD strain in restrictive glucose medium; inhibition of the nicotinamide effect, % at 10 µM; actives 0.68% (n = 130,000); AID 775;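 active = inhibition above a set limit, placed 3 SD over the median of all compounds, cut at about 26% in these data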;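 also: 0% = nicotinamide-treated wells and 100% = cells grown without nicotinamide; some compounds called inactive have numbers as strong as hits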
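Material: Modified budding yeast, DeaD strain | Medium: Restrictive glucose medium | Probe or stimulus: 1.5 mM nicotinamide | Dosing: Single dose 10 µM compound, 0.25% DMSO | Times: 48 h at 30 °C | Technique: OD615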
NPY Y2 blocker: blocks the human neuropeptide Y Y2 receptor; inhibition, % at 2.7 µM; NPY-Y2 expressing cells, antagonist mode; actives 0.99% (n = 140,000); P49146; in the data active = inhibition above about 17%;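 also: 0% = vehicle with agonist challenge and 100% = reference antagonist with challenge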
Target sequence (P49146 whole entry, looked up): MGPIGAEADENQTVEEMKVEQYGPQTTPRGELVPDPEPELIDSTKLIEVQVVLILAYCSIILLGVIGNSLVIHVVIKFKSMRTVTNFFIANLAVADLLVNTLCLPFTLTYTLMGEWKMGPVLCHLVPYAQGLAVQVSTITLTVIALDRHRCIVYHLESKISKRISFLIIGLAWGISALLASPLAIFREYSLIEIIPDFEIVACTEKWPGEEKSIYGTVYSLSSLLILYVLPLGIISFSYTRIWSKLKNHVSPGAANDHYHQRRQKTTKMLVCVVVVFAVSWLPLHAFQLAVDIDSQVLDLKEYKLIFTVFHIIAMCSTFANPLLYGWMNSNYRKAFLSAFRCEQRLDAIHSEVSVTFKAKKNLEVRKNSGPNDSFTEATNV
BB579 growth dn: reduces growth of yeast BB579 in restrictive medium; inhibition, % at 10 µM; actives 0.51% (n = 140,000); S. cerevisiae BB579 growth, OD615, 48 h; AID 804;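 active = inhibition above a set limit, 3 SD over the mean compound inhibition, cut at about 44% in these data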; also: inactives centre near -24
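test system = yeast BB579 (DeaD) | buffer or medium = restrictive CSMM-D medium | doses = single compound dose of 10 µM, 0.25% DMSO final | times = 4 h preincubation and 48 h exposure at 30 °C | technique = culture absorbance at 615 nm | benchmarks = amphotericin B 10 µg/mL, positive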
MRP1 act: activators of MRP-1 | actives 0.61% (n = 140,000) | H69AR cells + doxorubicin, viability rescue, CellTiter-Glo | viability increase, % at 10 µM;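 active = viability gain under doxorubicin at or above a set limit, the compound median plus 3 SD, cut at about 4.7% in these data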;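 also: MRP-1 overexpressing cells given doxorubicin 25 µM after compound pretreatment; 18-22 h compound pretreatment then 72 h with doxorubicin before readout; 0% = doxorubicin-only wells and 100% = vehicle-treated cells without doxorubicin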
HCT116 bCat-KO: beta-catenin-lacking colon tumor cell growth suppression; actives 1.5% (n = 140,000); viability, % at 10 µM; AID 818; HCT116 beta-catenin knockout viability, CellTiter-Glo, 60 h; stronger effect = lower value;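 active = viability at or under a set limit, the compound median less 4 SD, cut at about 6% in these data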;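 also: 0% = Hyamine 1622 control at 20 µM and 100% = untreated cell control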
Phagocyt inh: inhibitors of macrophage phagocytosis. J774A.1 macrophage IgG-bead phagocytosis, imaging. inhibition, % at 5 µM. actives 0.07% (n = 110,000). AID 1029;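 active = inhibition above the mean of the plate negative controls plus 5 SD, cut at about 13% in these data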;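 also: phagocytic index as fraction of beads internalized from green versus red external bead signal; plate controls were DMSO negative control for no effect and cytochalasin-D positive control for full effect; some results beyond the cut were filed as inactive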
GALR2 blocker: antagonists of human galanin receptor 2 (GALR2); O43603; actives 0.39% (n = 140,000); GALR2-expressing cells, antagonist mode; inhibition, % at 4 µM; AID 828; in the data active = inhibition above about 27%;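 also: cells stimulated with galanin 1-16 at roughly its EC80; 0% = agonist challenge control and 100% = basal control without agonist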
Target sequence (O43603 whole entry, looked up): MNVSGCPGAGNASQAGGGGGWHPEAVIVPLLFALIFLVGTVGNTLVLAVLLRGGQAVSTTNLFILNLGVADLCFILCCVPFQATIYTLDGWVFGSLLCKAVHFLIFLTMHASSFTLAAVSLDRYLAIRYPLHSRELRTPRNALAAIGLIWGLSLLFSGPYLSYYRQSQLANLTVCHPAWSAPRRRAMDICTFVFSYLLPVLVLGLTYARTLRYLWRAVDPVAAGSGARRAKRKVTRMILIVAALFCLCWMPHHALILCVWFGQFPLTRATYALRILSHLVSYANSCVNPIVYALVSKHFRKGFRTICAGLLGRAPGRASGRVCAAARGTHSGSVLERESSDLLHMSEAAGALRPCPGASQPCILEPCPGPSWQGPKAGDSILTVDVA
HCT116 PTEN-null: growth suppressors of cells with PTEN tumor suppressor deletion; HCT116 PTEN-null viability, CellTiter-Glo, 60 h; stronger effect = lower value; viability, % at 10 µM; actives 1.2% (n = 140,000);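 active = viability at or below a set limit, 4 SD under the median of all tested compounds, cut at about 3.7% in these data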;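 also: PTEN knockout HCT116 line with beta catenin targeted HCT116 as companion control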
* marks the source's active call; other numbers are inactive results; · = not tested or not shown.

SMILES	Measles CPE	E-sel TNF inh	Yeast lifespan up	NPY Y2 blocker	BB579 growth dn	MRP1 act	HCT116 bCat-KO	Phagocyt inh	GALR2 blocker	HCT116 PTEN-null
CCc1ccccc1OCC(=O)NC1CCCC1	4	17	-32	6	-44	-2.0	84	2	3	78
Nc1c(C(=O)c2ccc(Cl)cc2)sc2c1c(=O)[nH]c(=O)n2-c1ccccc1	9	55	3	4	-21	-0.8	85	-8	-15	76
O=C(NCC1CCCO1)c1sc2ccccc2c1Cl (stereo not given)	8	·	-7	3	-7	0.9	107	-7	-5	98
CCc1nc2ccccc2c(C(=O)OC2CCOC2=O)c1C (stereo not given)	6	-38	-16	4	-9	-1.2	98	-1	-4	93
CC(C)CNC(=O)CC(NCC(C)C)C(=O)O (stereo not given)	3	·	-3	0	-5	-1.1	91	-4	4	97
CCn1c(=O)n(Cc2ccco2)c(=N)c2c3c(sc21)COC(C)(C)C3	30	23	-10	0	-10	-1.3	71	-1	1	80
CCOC(=O)C1CCN(C(=O)Cn2cc(C(=O)c3ccco3)c3ccccc32)CC1	7	1	-6	0	-44	-2.4	100	-1	4	107
Cc1ccc(OCC(=O)N/N=C\c2cn(C)c3ccccc23)c([N+](=O)[O-])c1	8	-57	-8	5	-32	-4.7	49	-5	10	46
COc1cccc2sc(Nc3nnc(-c4ccc(F)cc4)o3)nc12	5	-9	3	-1	-27	-2.1	13	-1	-2	15
O=c1c2cc3c(cc2[nH]c(=S)n1CCN1CCOCC1)OCO3	16	-43	-21	1	-28	-1.9	105	·	4	93
CC(=O)C1=C(c2ccccc2)NC(=S)NC1c1cc(Cl)c(OC(C)C)c(Cl)c1 (stereo not given)	14	12	-1	2	-20	-3.7	68	3	-4	66
CC(=O)c1cccc(NC(=O)COC(=O)COc2c(Cl)cc(Cl)c3ccc(C)nc23)c1	·	·	-2	3	-24	-0.1	79	-14	14	72
Cc1ccc(-c2nc(C3CCN(S(C)(=O)=O)CC3)no2)cc1	3	·	-8	1	3	-1.8	97	-3	4	100
CCNC(=S)NNC(=O)c1cc(C)on1	5	23	-9	-1	9	-0.5	96	·	8	94
COc1cc2c(cc1NC(=O)CN(C)Cc1nc3ccccc3c(=O)[nH]1)oc1ccccc12	4	-5	4	0	-62	-1.3	86	1	11	84
Cc1occc1C(=O)N1CCN(c2ccccc2)CC1	3	12	-2	0	-34	2.8	101	-3	-1	105
Cc1ccc(CN2C(=O)CSc3ccc(C(=O)NCCN4CCOCC4)cc32)cc1	4	7	-6	3	5	-1.9	101	1	-6	101
COc1ccccc1NC(=O)CN1C(=O)C(C)SC(C)C1=O (stereo not given)	21	·	0	0	-21	0.7	89	2	6	92
CCOCCOCN(C#N)c1nc(OC)nc(N(C)C)n1	3	-51	3	4	-23	0.9	102	0	4	108
Cc1ccc(N(C(=O)C2CCCC2)C2C=CS(=O)(=O)C2)cc1 (stereo not given)	3	7	-21	4	-6	-2.8	96	-1	1	100
CCOC(=O)N1CCc2c(sc3nc4n(c(=O)c23)N=C(C)CS4)C1	3	-22	-14	0	-21	-0.9	97	-2	-6	99
CCOC(=O)C1=C(C)OC(N)=C(C#N)C1c1c(C)nn(-c2ccccc2)c1Cl (stereo not given)	2	24	2	4	-17	-2.5	96	-1	19	93
CCCCOc1ccc(S(=O)(=O)NCc2csc(C)n2)cc1	27	16	-5	4	-8	-0.2	81	-1	15	79
O=C(Nc1ccncc1)c1cccc(F)c1	17	-8	-8	3	-64	-0.2	88	-1	13	101
NS(=O)(=O)c1ccc(CCNC(=O)C2Cc3ccccc3CN2C(=O)c2ccco2)cc1 (stereo not given)	22	·	-14	1	-34	-1.2	97	-1	1	97

Rewritten as a markdown table: part of the list above.
| Structure | Measles CPE | E-sel TNF inh | Yeast lifespan up | NPY Y2 blocker | BB579 growth dn | MRP1 act | HCT116 bCat-KO | Phagocyt inh | GALR2 blocker | HCT116 PTEN-null |
| --- | --- | --- | --- | --- | --- | --- | --- | --- | --- | --- |
| Cc1ccc(CN2C(=O)CSc3ccc(C(=O)NCCN4CCOCC4)cc32)cc1 | 4 | 7 | -6 | 3 | 5 | -1.9 | 101 | 1 | -6 | 101 |
| COc1ccccc1NC(=O)CN1C(=O)C(C)SC(C)C1=O (stereo not given) | 21 | · | 0 | 0 | -21 | 0.7 | 89 | 2 | 6 | 92 |
| CCOCCOCN(C#N)c1nc(OC)nc(N(C)C)n1 | 3 | -51 | 3 | 4 | -23 | 0.9 | 102 | 0 | 4 | 108 |
| Cc1ccc(N(C(=O)C2CCCC2)C2C=CS(=O)(=O)C2)cc1 (stereo not given) | 3 | 7 | -21 | 4 | -6 | -2.8 | 96 | -1 | 1 | 100 |
| CCOC(=O)N1CCc2c(sc3nc4n(c(=O)c23)N=C(C)CS4)C1 | 3 | -22 | -14 | 0 | -21 | -0.9 | 97 | -2 | -6 | 99 |
| CCOC(=O)C1=C(C)OC(N)=C(C#N)C1c1c(C)nn(-c2ccccc2)c1Cl (stereo not given) | 2 | 24 | 2 | 4 | -17 | -2.5 | 96 | -1 | 19 | 93 |

More structures.
SMILES	Measles CPE	E-sel TNF inh	Yeast lifespan up	NPY Y2 blocker	BB579 growth dn	MRP1 act	HCT116 bCat-KO	Phagocyt inh	GALR2 blocker	HCT116 PTEN-null
Cc1ccc(C(=O)Nc2ccc(Br)cc2)cc1S(=O)(=O)Nc1ccccn1	4	19	6	0	-40	-4.7	66	-5	-2	54
COc1ccc([N+](=O)[O-])cc1NC1CCCCC1	3	-13	-21	1	-22	0.8	80	·	9	96
Cc1ccccc1C(=O)c1cccn1CC(=O)NCC1CCCO1 (stereo not given)	30	·	-3	2	-16	-1.2	85	-2	5	85
CC1=C(C(=O)OCc2ccccc2)C(c2ccc(C(C)(C)C)cc2)NC(=O)N1CCCCCC(=O)O (stereo not given)	6	·	6	4	-45	-2.8	85	·	-2	90
CNS(=O)(=O)c1ccc(C)cc1	9	-28	-8	3	-11	-2.9	86	-1	11	92
COc1ccc2[nH]c(=O)c(C(c3nnnn3C3CCCCC3)N3CCN(C)CC3)cc2c1 (stereo not given)	14	·	-8	4	-16	-2.3	100	1	2	106
O=C(COC(=O)c1cccc(Br)c1)NCCc1ccccc1	2	·	-3	7	1	-1.9	96	-4	12	88
N#CC1=C(N)NC(SCC(=O)c2ccccc2)=C(C#N)C12CCCC2	5	-19	2	-1	-29	-2.4	91	-2	9	83
CCCc1[nH]nc2c1C(c1ccc(OC)c(Cn3nc(C)c(Br)c3C)c1)C(C#N)=C(N)O2 (stereo not given)	2	-9	-8	1	-65	-3.5	80	4	-3	87
COc1ccc(/C=C/C(=O)OCC(=O)Nc2cccc(Oc3ccccc3)c2)c(OC)c1	23	-9	4	3	-22	0.4	97	-1	-1	94
COC(=O)CCS(=O)(=O)c1ccc(NC(C)=O)cc1	16	19	5	2	-23	0.3	96	0	-2	98
COc1ccc(NC(=O)CC(NCCc2ccccc2)C(=O)O)c(OC)c1 (stereo not given)	4	·	-7	3	-14	-0.1	94	-2	-11	103
O=C1/C(=C\c2ccc3ccccc3c2)CCCc2ccccc21	7	-5	·	4	-15	-6.0	19	·	-10	18
C[C@]12CC[C@@H]3c4ccc(O)cc4[C@@H](O)C[C@H]3[C@@H]1CC[C@@H]2O	18	·	8	0	-50	-2.1	101	·	5	99
CCOc1ccc2nc(NC(=O)C3CCN(S(=O)(=O)c4cnc[nH]4)CC3)sc2c1	2	·	-12	-1	22	-5.3	77	0	-3	83
Nc1nc(SCc2ccc(Cl)cc2Cl)ns1	8	-1	·	4	-6	-2.4	94	·	3	91
Cc1cc(C)n2c(SCc3cccs3)nnc2n1	7	-1	-15	2	-54	0.1	111	·	-8	117
COc1cccc2c1C(=O)c1ccc3ccccc3c1C2=O	17	-17	-10	1	-46	-2.3	81	0	6	99
Clc1ccccc1-c1nnn(Cc2ccc(-c3nn[nH]n3)cc2)n1	5	-20	-12	4	-48	0.4	92	0	10	101
CC1(C)CC(=O)C(CC(=O)Nc2ccc(S(N)(=O)=O)cc2)=C(O)C1	3	0	5	0	-16	-2.8	92	·	1	93
CC(=O)Nc1cc(C(=O)NCc2ccco2)ccc1Sc1ccc(Cl)cc1	5	7	-5	0	-10	-2.7	79	-5	4	85
O=C(CSCC(=O)NCc1ccco1)NCc1ccco1	27	·	-5	1	-16	-3.0	99	1	1	93
FC(F)(F)c1nnc(-c2ccccc2)nc1Sc1ccc(Cl)cc1	11	·	6	0	-6	-6.7	87	0	-2	84
COCCNC(=O)Cc1ccc(F)cc1	5	4	-2	7	-35	0.9	104	-7	-1	102
COc1cccc(-n2cnc(=O)c3cccnc32)c1	7	·	2	1	-14	0.2	89	-5	-4	106

5 entries picked at random from the list so far:
SMILES	Measles CPE	E-sel TNF inh	Yeast lifespan up	NPY Y2 blocker	BB579 growth dn	MRP1 act	HCT116 bCat-KO	Phagocyt inh	GALR2 blocker	HCT116 PTEN-null
CCOC(=O)C1=C(C)OC(N)=C(C#N)C1c1c(C)nn(-c2ccccc2)c1Cl (stereo not given)	2	24	2	4	-17	-2.5	96	-1	19	93
CC(=O)Nc1cc(C(=O)NCc2ccco2)ccc1Sc1ccc(Cl)cc1	5	7	-5	0	-10	-2.7	79	-5	4	85
CC1(C)CC(=O)C(CC(=O)Nc2ccc(S(N)(=O)=O)cc2)=C(O)C1	3	0	5	0	-16	-2.8	92	·	1	93
CC(=O)c1cccc(NC(=O)COC(=O)COc2c(Cl)cc(Cl)c3ccc(C)nc23)c1	·	·	-2	3	-24	-0.1	79	-14	14	72
O=C(NCC1CCCO1)c1sc2ccccc2c1Cl (stereo not given)	8	·	-7	3	-7	0.9	107	-7	-5	98

Following part:
SMILES	Measles CPE	E-sel TNF inh	Yeast lifespan up	NPY Y2 blocker	BB579 growth dn	MRP1 act	HCT116 bCat-KO	Phagocyt inh	GALR2 blocker	HCT116 PTEN-null
CCn1cnc2c(cnn2-c2ccccc2)c1=O	20	-2	-25	1	-36	0.0	98	0	3	102
Cc1noc(C)c1COC(=O)c1ccccc1NC(=O)Cc1ccccc1	6	-10	-19	11	-11	-3.2	87	·	-12	86
C1=C(c2ccc(-c3ccccc3)cc2)Nc2ncnn2C1c1ccco1 (stereo not given)	5	65*	-24	2	-12	-2.7	84	-2	0	84
COCCN(C(=O)CNC(=O)c1cccs1)C(C(=O)NC1CCCC1)c1cccs1 (stereo not given)	23	·	-1	4	0	-4.7	95	1	9	106
CCOC(=O)N1CCC(NC(=O)CCc2c(C)nc3nc(C)nn3c2C)CC1	21	-17	6	0	-7	0.2	100	-1	11	103
COc1ccc(CCNC(=O)Cn2nnc3ccccc3c2=O)cc1	18	30	6	3	-37	2.9	89	-8	2	95
CCCOc1ccc(NC(=O)C2CC(=O)N3CCCN=C3S2)cc1 (stereo not given)	31	-8	-21	-2	-15	-0.7	84	0	-3	85
CCCOc1cc(C)c(S(=O)(=O)NCCOC)cc1C	4	-10	-11	2	-27	0.5	98	-1	-5	96
Cc1ccccc1S(=O)(=O)Cc1ccc(C(=O)NCc2cccnc2)o1	1	38	-14	5	-50	-2.1	98	1	-7	87

Bioassay records as filed in PubChem.
